West Nile antiviral: West Nile virus antiviral activity, cell-based, CPE readout (AID 1621) | West Nile virus-infected cells, CPE inhibition; higher % means a stronger effect | CPE inhibition, % at 10 µM; hits with a dose series show IC50 in µM | 0.02% of 290,000 active; in the data active = a potency from the dose series; inconclusive = CPE inhibition mostly from about 3.7% at the one dose, without a potency; inactive = the rest, 99 in 100 with CPE inhibition below about 2.2%; note: strong numbers were not always called active
XIAP antagonists: small molecules displacing peptide from XIAP – biochemical, IAP family, fluorescence polarization (AID 1018) | one-dose displacement, % at 20 µM; IC50 in µM for titrated hits | XIAP BIR domain, fluorescence polarization peptide displacement; higher % means a stronger effect | 0.007% of 200,000 active; in the data active = displacement above about 50%; note: a part of the inactive calls stands beside numbers as strong as those of hits
WT yeast gro inh: growth inhibition of WT yeast, mitochondrial fusion screen. mitochondrial fusion phenotypic screen, WT strain. inhibition, % at 10 µM. 2.1% of 190,000 active; in the data active = inhibition above about 58%; tested in S. cerevisiae
RSV antiviral HEp-2: RSV antiviral activity via CPE protection, HEp-2 cells, primary 10 µM value included (AID 2391) | HEp-2 cells, RSV-induced CPE inhibition; higher % means a stronger effect | CPE inhibition, % at 10 µM; hits with a dose series show IC50 in µM | 0.13% of 310,000 active; in the data active = a potency from the dose series; inconclusive = CPE inhibition mostly from about 23% at the one dose, without a potency; inactive = the rest, 99 in 100 with CPE inhibition below about 21%; note: strong numbers were not always called active
NS5 inhibitors: Dengue-2 NS5 methyltransferase inhibitors, primary screen, biochemical, confirmation dose response (AID 588689) | Dengue-2 NS5 methyltransferase capping enzyme assay, biochemical; higher % means a stronger effect | 0.3% of 340,000 active | inhibition, % at 25 µM, or IC50 in µM where a hit was titrated; in the data active = a potency from the dose series; inconclusive = inhibition above about 29% without an active follow-up result
K1F lysis inhibition: inhibition of K1F phage lysis, E. coli UTI89, bacterial capsule biogenesis inhibitors, alamar blue (AID 488966); E. coli UTI89 K1F phage lysis, alamar blue, 2 h; higher % means a stronger effect; one-dose inhibition, % at 100 µM; IC50 in µM for titrated hits; 0.02% of 340,000 active;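 active = phage lysis inhibition, versus mean bacterial control, above a set limit; inconclusive = no clear call, values can overlap the other calls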;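 note: capsule biogenesis inhibitors block K1F phage lysis so surviving cells raise fluorescence; higher fluorescence means more inhibition of phage lysis; actives were called in the ten point dose series up to 300 µM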
SV40 large T antigen: SV40 large T antigen inhibitors, biochemical (AID 1903) | SV40 large T antigen ATPase/helicase inhibition assay; higher % means a stronger effect | inhibition, % at 20 µM; hits with a dose series show IC50 in µM | 0.39% of 310,000 active; in the data active = a potency from the dose series; inconclusive = inhibition mostly from about 32% at the one dose, without a potency; inactive = the rest, 99 in 100 with inhibition below about 32%; note: strong numbers were not always called active
CSM14.1 death rescue: protection against thapsigargin-triggered cell killing – 384-well, CSM14.1, ATP luminescence, primary screen (AID 1222); 190,000 tested, under 10 active; CSM14.1 thapsigargin-induced death rescue, ATP luminescence; higher % means a stronger effect; cellular ATP content (survival), % at 20 µM, or EC50 in µM where a hit was titrated;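 active = EC50 below 50 µM in the dose-response confirmation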;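 note: death triggered by thapsigargin at about 15 µM added after 2 h compound pretreatment; cell ATP read after overnight thapsigargin exposure of roughly 18 to 22 hours; normalized against plate controls of thapsigargin alone and 5% DMSO vehicle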
Yfh1-depleted yeast: enhancers of respiration in Yfh1-depleted yeast, dose response, Friedreich's ataxia, plus single-dose screen (AID 1465); fold induction at 50 µM, or EC50 in µM where a hit was titrated; 0.074% of 220,000 active; S. cerevisiae Yfh1-off respiration, WST-1 reduction, 72 h; higher fold induction means a stronger effect;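 active = fold induction of absorbance versus untreated yeast above a set limit, then at least 30% activation at any dose in follow-up; inconclusive = repeats straddling the limit, or above it without dose testing; inactive = fold induction below the set limit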;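 note: activators that raise dye reduction in frataxin-depleted yeast; strong numbers were not always called active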
WT yeast gro inh mutant strain: also measured in WT yeast gro inh; calls as there; inhibition, %; mitochondrial fusion phenotypic screen, mutant strain inhibition
The depositor's hits bear a star; i = inactive; ? = inconclusive; / = no result given; & = joins results of further samples; [ ] = another dose, or the depositor's remark.

SMILES	West Nile antiviral	XIAP antagonists	WT yeast gro inh	WT yeast gro inh mutant strain	RSV antiviral HEp-2	NS5 inhibitors	K1F lysis inhibition	SV40 large T antigen	CSM14.1 death rescue	Yfh1-depleted yeast
COC(=O)C1=C(C)N=C2SCCC(=O)N2C1c1ccc(OC(=O)c2ccco2)cc1 (stereo not drawn)	0.3%	-4.7%	23	16	/	1%	-0.3%	-3%	-1.3%	i
CCCCC(=O)NNC(=S)NCc1ccccc1	0.4%	-6.4%	-12	15	1.2%	2%	-0.1%	8%	-0.8%	i
NCCCC[C@H]1CN=C(N)N1CC1CCCCC1	0.9%	/	/	/	0.3%	-2%	0.0%	17%	/	i
COc1cc(OC)cc(C(=O)Nc2cccnc2)c1	-0.1%	-3.8%	4	10	-0.2%	-3%	2.0%	7%	/	i
CCOC(=O)C1=C(C)NC(=O)C1CC(=O)Nc1ccccc1 (stereo not drawn)	0.3%	-3.4%	27	2	0.2%	/	/	17%	-2.3%	i
CCOC(=O)C(CN1CCCC1)c1ccccc1 (stereo not drawn)	/	/	/	/	4.3%	-7%	-0.3%	7%	/	/
COC(=O)CSc1nc2cc3c(cc2cc1C)OCCO3	0.4%	-1.6%	60	69	0.0%	-1%	0.1%	9%	-1.6%	i
O=C1/C(=C/c2cccs2)SC(=S)N1c1ccccc1	1.9%	-8.1%	7	-6	0.3%	-5%	0.7%	0%	-0.3%	i
Cc1ccc(NC(=O)c2cc(-c3ccco3)nc3ccccc23)cc1S(=O)(=O)N1CCOCC1	-0.2%	-9.9%	-11	12	-0.1%	-1%	0.2%	10%	-0.3%	i
O=C(COC(=O)c1ccccn1)c1ccc([N+](=O)[O-])cc1	0.8%	/	/	/	2.8%	-5%	0.0%	14%	/	/
Clc1nc(Oc2ccccc2)nc(-c2cn(-c3ccccc3)c3ccccc23)n1	1.6%	/	/	/	1.4%	-7%	6.4%	6%	/	i
Cc1ccc(NC(=O)CSC2=NN3CCCC(=O)N=C3S2)cc1Cl	-1.2%	/	/	/	3.6%	-7%	0.1%	3%	/	/
Cc1onc(-c2ccccc2Cl)c1C(=O)NCc1ccco1	0.1%	20%	13	8	0.8%	18%	0.3%	26%	1.8%	i
CNc1oc(-c2ccccc2Cl)nc1C#N	0.0%	-16%	4	35	2.7%	-2%	0.2%	1%	-1.4%	i
CCOC(=O)Cn1nc(NC(=O)c2ccc(C(=O)OC)cc2)cc1C	-0.9%	/	/	/	1.4%	-2%	0.3%	12%	/	/
O=C(Nc1ccc(N2CCCC2)c(Cl)c1)c1ccc(Br)o1	-0.6%	-1.8%	17	-6	45%	-8%	0.1%	6%	-2.1%	i
Cc1ccc(-c2csc(NC(=S)NC(=O)c3ccco3)n2)cc1	-0.5%	-6.6%	-25	-17	1.7%	-1%	1.7%	4%	-0.1%	i
Cc1cccc(C(=O)Nc2cccc3cccnc23)c1	0.2%	/	/	/	2.5%	7%	0.2%	22%	/	/
COc1ccc(C2C(C#N)=C(N)Oc3cc(C)[nH]c(=O)c32)c(OC)c1OC (stereo not drawn)	-0.1%	-3.9%	6	8	-0.3%	1%	2.1%	2%	0.8%	i
O=C(Nc1cc([N+](=O)[O-])ccc1F)C1CC1	-0.3%	0.8%	-6	8	1.3%	-8%	-0.2%[50 µM]	3%	-2.7%	i
CN1CCc2c(sc(NC(=O)c3ccc(S(=O)(=O)N4CCCC4)cc3)c2C(N)=O)C1	0.0%	/	/	/	1.7%	-11%	1.0%[50 µM]	12%	/	/
NNC(=O)c1cc(-c2ccc(O)cc2)nc2ccc(Br)cc12	0.4%	/	/	/	2.3%	-4%	1.0%	23%	/	i
Cc1ccc([N+](=O)[O-])cc1N1C(=O)CS/C1=N\NC(=O)c1cccnc1	1.2%	-3.6%	-10	-6	-1.1%	2%	-0.3%	-5%	1.1%	i
C=CCC1(O)C(=O)N2C(=C1C(=O)OCC)c1ccc3ccccc3c1CC2(C)C (stereo not drawn)	/	-2.9%	35	11	3.2%	-5%	0.9%	8%	-1.6%	/
CCCC1=C(C(=O)OCC)C(c2cccnc2)n2nc(C)nc2N1 (stereo not drawn)	-0.4%	/	/	/	/	-5%	0.7%	19%	/	i

The list continues:
SMILES	West Nile antiviral	XIAP antagonists	WT yeast gro inh	WT yeast gro inh mutant strain	RSV antiviral HEp-2	NS5 inhibitors	K1F lysis inhibition	SV40 large T antigen	CSM14.1 death rescue	Yfh1-depleted yeast
O=C(O)c1ccc(N2C(=O)C3ON(c4ccccc4)C(c4ccccc4F)C3C2=O)cc1 (stereo not drawn)	-0.1%	-3.4%	-7	-2	1.8%	12%	0.4%	11%	-0.9%	i
CCC(C)C1NC(=S)N(C2CCCCC2)C1=O (stereo not drawn)	0.0%	-3.3%	-29	25	-0.8%	-4%	4.2%	4%	3.3%	i
Cc1ccc(NC(=O)C2CCN(S(=O)(=O)c3c(C)noc3C)CC2)cc1C	-0.6%	-5.5%	-6	-8	0.3%	/	0.0%	9%	-10%	i
CCC(C)Oc1ccccc1C1CC(=O)NC2=C1C(=O)CCC2 (stereo not drawn)	-0.1%	-3.0%	5	1	-0.1%	-9%	0.2%	17%	-1.0%	i
COc1ccccc1NC(=O)N1CCN(c2ncccn2)CC1	0.4%	-2.4%	0	4	0.8%	-1%	0.9%	1%	/	i
CCCC[C@@H]1CNC(=S)N1CC1CCCCC1	-1.0%	/	/	/	-2.0%	-5%	3.4%	6%	/	i
COc1ccccc1OCC(=O)O	0.2%&-0.1%	1.7%&-2.3%	-9&-8	-8&6	4.1%&-1.6%	-6%&1%	-0.7%&-0.4%	4%&4%	-0.5%&1.3%	i
COc1cc(O)oc1C=Nc1ccc(C(F)(F)F)cc1	1.1%	-2.7%	12	-1	2.1%	0%	-0.1%	2%	-0.7%	i
COc1ccc(/C=N/NC(=O)C(=O)N2CCCCCC2)cc1O	0.1%	/	/	/	1.7%	1%	-0.2%	22%	/	/
Fc1ccc(NC(=S)Nc2cccc3ccccc23)cc1	-0.6%	/	/	/	-0.5%	2%	-0.8%	10%	/	/
O=C(Nc1ccc(S(=O)(=O)N2CCCC2)cc1)c1ccc(CN2CCOCC2)cc1	/	-0.6%	20	19	2.1%	1%	0.0%	4%	-1.3%	/
O=C(Oc1c(CN2CCOCC2)cc(Cl)c2cccnc12)c1ccccc1Cl	?	-2.8%	4	27	-1.4%	2%	0.1%	3%	10%	i
CCS(=O)(=O)NCCc1cc2c(OC)ccc(OC)c2[nH]c1=O	0.1%	-23%	9	2	2.0%	3%	0.7%	5%	0.6%	i
Oc1ccccc1CN1CCCC(N2CCc3ccccc3C2)C1 (stereo not drawn)	-0.8%	/	/	/	0.1%	/	0.9%	14%	/	/
COCCNC(=O)c1ccc(NS(C)(=O)=O)cc1	-0.1%	-11%	4	-2	-0.7%	-5%	0.1%	8%	-0.8%	i
O=C(C1=C[C@@H](c2ccc(C(F)(F)F)cc2)C[C@@H](OCCCCO)O1)N1CCN(Cc2ccc3c(c2)OCO3)CC1	0.4%	0.4%	21	-2	8.6%	-1%	-1.3%	11%	-1.0%	i
COc1ccc(CC2(CO)CCN(S(=O)(=O)c3c(C)nn(C)c3Cl)CC2)cc1	-1.7%	-6.1%	11	16	1.4%	-8%	-0.4%	-2%	1.1%	i
Cc1ccc(NC(=O)COC(=O)Cn2cnc3c2c(=O)n(C)c(=O)n3C)c(Cl)c1	0.1%	-4.9%	-3	7	0.7%	-8%	0.4%	5%	-0.1%	i
O=C(OCc1cccc(C(F)(F)F)c1)c1ccc[nH]c1=O	0.4%	/	/	/	0.6%	-7%	0.0%	21%	/	/
COc1cccc2cc(C(=O)NCc3ccc(Cl)cc3)c(=N)oc12	0.2%	/	/	/	4.3%	-4%	-0.1%	11%	/	/
CSc1ccc(S(=O)(=O)N2CCC(C(=O)NCc3ccncc3)CC2)cc1	0.1%	/	/	/	1.2%	-4%	1.6%	4%	/	/
CCOc1ccccc1N1CC(C(=O)Nc2cccc(S(=O)(=O)N3CCCCC3)c2)CC1=O (stereo not drawn)	-0.9%	-7.2%	-4	5	?	4%	0.7%	4%	0.7%	i
CCCN1CN=C(Nc2nc3ccccc3o2)NC1	-0.1%	/	/	/	1.4%	/	/	1%	/	i
Cc1ccccc1N1CCN(S(=O)(=O)C[C@]23CCC(CC2NC(=O)[C@@H](N)CCS(C)(=O)=O)C3(C)C)CC1 (stereo partly drawn)	/	/	/	/	-2.6%	6%	7.6%	20%	/	/
N#Cc1c(NC(=O)/C=C/c2ccco2)sc2c1CCCC2	/	-6.5%	-5	0	4.1%	-4%	0.4%[50 µM]	12%	-2.9%	/

(more compounds)
SMILES	West Nile antiviral	XIAP antagonists	WT yeast gro inh	WT yeast gro inh mutant strain	RSV antiviral HEp-2	NS5 inhibitors	K1F lysis inhibition	SV40 large T antigen	CSM14.1 death rescue	Yfh1-depleted yeast
Cn1c(-c2cc(Br)ccc2O)n[nH]c1=S	0.5%	-3.4%	4	7	22%	23%	-0.1%	17%	-1.5%	i
O=C(NCC(O)CO)c1ccc2[nH]c3ccccc3c2c1 (stereo not drawn)	-0.3%	-1.2%	-10	-8	0.8%	2%	1.1%	9%	-1.7%	i
O=C(NCc1ccccc1)C1CCN(S(=O)(=O)N2CCOCC2)CC1	-0.3%	-6.0%	0	-11	-0.2%	-9%	-0.7%	4%	0.0%	i
O=S(=O)(NC1CCCC1)c1ccc(-n2cnnn2)cc1	0.1%	/	/	/	0.3%	-1%	-0.2%	7%	/	/
Cc1ccc(C)c(OCCC(=O)OCC(=O)Nc2ccc(N3CCOCC3)cc2)c1	/	/	/	/	-0.8%	-4%	0.8%[50 µM]	11%	/	/
NS(=O)(=O)c1ccc(NC(=O)COC(=O)c2cnccn2)cc1	-0.1%	-6.0%	-9	5	1.9%	-5%	0.4%	8%	-1.0%	i

From PubChem
